Screening data deposited in PubChem BioAssay by several laboratories.
KCNQ2 block: KCNQ2 channel blockers in CHO-K1 cells – cell-based, FluxOR thallium flux, B-score, primary screen (AID 2156). 20 min; stronger effect = lower value. 1.1% of 310,000 active. O88943. B-score at 10 µM;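 active means fluorescence ratio B-score at most minus 3 library SDs, with starting brightness B-score within 2 library SDs, cut at about -5.5 in these data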
Target sequence (O88943 whole entry, looked up): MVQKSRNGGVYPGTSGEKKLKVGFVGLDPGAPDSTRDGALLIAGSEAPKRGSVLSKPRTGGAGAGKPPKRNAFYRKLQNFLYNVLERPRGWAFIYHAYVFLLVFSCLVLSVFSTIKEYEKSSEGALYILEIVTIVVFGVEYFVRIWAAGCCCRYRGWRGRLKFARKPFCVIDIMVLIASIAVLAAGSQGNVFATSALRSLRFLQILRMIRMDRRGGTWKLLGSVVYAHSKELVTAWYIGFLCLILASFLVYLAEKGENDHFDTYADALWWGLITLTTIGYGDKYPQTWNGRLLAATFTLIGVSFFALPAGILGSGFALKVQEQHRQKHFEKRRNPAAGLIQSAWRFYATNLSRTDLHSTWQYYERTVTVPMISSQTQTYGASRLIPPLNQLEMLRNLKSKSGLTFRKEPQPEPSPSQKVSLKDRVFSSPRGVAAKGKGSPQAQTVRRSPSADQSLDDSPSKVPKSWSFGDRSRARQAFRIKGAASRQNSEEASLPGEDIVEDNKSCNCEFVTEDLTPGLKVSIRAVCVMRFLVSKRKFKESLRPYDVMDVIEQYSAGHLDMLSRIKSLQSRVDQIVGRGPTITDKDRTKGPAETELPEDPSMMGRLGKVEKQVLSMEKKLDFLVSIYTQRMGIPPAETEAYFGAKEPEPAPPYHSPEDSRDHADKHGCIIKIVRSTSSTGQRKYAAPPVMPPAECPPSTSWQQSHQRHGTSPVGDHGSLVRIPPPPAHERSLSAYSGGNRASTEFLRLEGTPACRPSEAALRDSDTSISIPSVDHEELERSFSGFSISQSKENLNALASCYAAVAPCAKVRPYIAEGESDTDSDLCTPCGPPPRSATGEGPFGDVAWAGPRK
STK33 inh: inhibitors of human STK33 kinase. Q9BYT3. purified STK33, MBP phosphorylation, ADP-Glo luminescence. inhibition, % at 10 µM. 0.073% of 320,000 active. AID 2661;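 active means inhibition at or above 25%, using the most active replicate where run in duplicate; inactive means inhibition below 25%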
OX1R FRET antag: blocks the human orexin 1 receptor; AID 485270; O43613; inhibition, % at 6.6 µM; OX1R-expressing cells, FRET antagonist read-out; 1.8% of 330,000 active; in the data active means inhibition mostly above about 38%, no sharp cut-off; inactive means mostly below about 40%;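 further: 0% = agonist challenge alone and 100% = reference antagonist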
Numbers without * were called inactive; i = inactive; . = no result given. Rows are unselected (roughly 2.7% active in at least one column).

A first look, 4 compounds:
molecule	STK33 inh	OX1R FRET antag	KCNQ2 block
Cc1c(C(=O)c2ccccc2)c2ccccn2c1CCc1ccccn1	-0.4	38	i
CCOC(=O)C1(Cc2cccc(Cl)c2)CCCN(C(=O)c2cc(C)on2)C1 (stereo not given)	0.5	.	i
COc1cc2c(C(=O)N3CCN(c4cccc(Cl)c4)CC3)cn(C)c(=O)c2cc1OC	0.1	5	i
Cc1ccc2c(c1)C(C)CC(C)(C)N2C(=O)CN1CCN(C)CC1 (stereo not given)	-1.3	8	i

The whole of this part, from the first entry:
molecule	STK33 inh	OX1R FRET antag	KCNQ2 block
Cc1c(C(=O)c2ccccc2)c2ccccn2c1CCc1ccccn1	-0.4	38	i
CCOC(=O)C1(Cc2cccc(Cl)c2)CCCN(C(=O)c2cc(C)on2)C1 (stereo not given)	0.5	.	i
COc1cc2c(C(=O)N3CCN(c4cccc(Cl)c4)CC3)cn(C)c(=O)c2cc1OC	0.1	5	i
Cc1ccc2c(c1)C(C)CC(C)(C)N2C(=O)CN1CCN(C)CC1 (stereo not given)	-1.3	8	i
CCO[C@@H]1OC(C(=O)N2CCN(Cc3ccccc3)CC2)=C[C@H](c2coc3ccccc3c2=O)[C@H]1CCCO	-0.4	15	i
CCc1ccc(NC(=O)C2CCN(S(=O)(=O)c3ccc4c(c3)NC(=O)C(C)S4)CC2)cc1 (stereo not given)	-1.0	13	i
Cc1ccc(NC(=O)COC(=O)C2(CC(=O)NC(C)(C)C)CCCC2)cc1C	-0.3	7	.
CCOc1ccccc1NC(=O)c1ccccc1N(C)S(=O)(=O)c1ccc(C)cc1	-1.0	34	i
COc1ccc(-c2c(C#Cc3ccsc3)c3cc(-c4ccc(C(N)=O)cc4)ccc3n2C)cc1	0.5	9	.
COc1ccc(CCNC(=O)c2c(C)noc2C)cc1	0.5	0	i
COc1ccc2[nH]c(=O)c(CN(C(=O)c3cccnc3)c3ccc(C)cc3C)cc2c1	-0.7	7	i
Cc1ccc(NC(=O)COC(=O)CCc2ccccc2)c(Cl)c1	-2.5	-3	i
COC(=O)CCCCCNc1ccc(C(=O)OC)cc1N	-1.0	30	i
O=C(Oc1ccc(N(C(=O)c2ccncc2)S(=O)(=O)c2cccs2)cc1)c1ccncc1	-2.4	10	i
COc1cc(-c2cc(C(=O)Nc3ccc(C)c(S(=O)(=O)N4CCOCC4)c3)c3ccccc3n2)cc(OC)c1OC	-0.4	9	.
CC1CCc2sc(C(=O)OCC(=O)NC(C)C)cc2C1 (stereo not given)	-1.7	4	i
CCOc1ccc(-c2cc(N3C(=O)Nc4ccccc4N3O)on2)cc1	-0.5	10	i
COc1cccc(Nc2cc(C)nc3ccccc23)c1	-0.2	23	i
O=C(COC(=O)Cc1cccc(C(F)(F)F)c1)NC1CCS(=O)(=O)C1 (stereo not given)	-1.6	7	i
CCOC(=O)c1c(CSc2ccc(CC)cc2)oc2ccc(O)c(CN(C)C)c12	0.4	-11	-5.8*
CC(=O)Oc1ccc(-c2ccc(C(=O)O)cc2)cc1	0.4	12	i
COc1ccc(Cl)cc1NC(=O)C(OC)c1ccccc1 (stereo not given)	0.9	7	i
O=C(NCCN1CCOCC1)c1ccc([N+](=O)[O-])cc1[N+](=O)[O-]	-0.6	179*	i
Cc1ccc(Cl)cc1N1CCN(C(=O)c2cc3c(=O)n(C)c4ccccc4c3n2C)CC1	-0.9	16	i
CC(Oc1ccc(Br)cc1Br)C(=O)Nc1cccnc1Cl (stereo not given)	-0.3	.	i
Cc1cc(NC(=O)Nc2cccc(Cl)c2)n(-c2ccccn2)n1	0.5	25	i
COCCCNCCOc1cc(C(C)C)ccc1C	-0.1	5	i
O=C(C1CC1)N(Cc1nc2ccccc2c(=O)[nH]1)Cc1cccs1	0.3	8	i
Cc1ccc(F)cc1NC(=O)C1CCN(c2cnccn2)CC1	-2.4	-3	i
CCCN1C(=O)/C(=C\C=C2/Sc3ccccc3N2CCO)SC1=S	0.4	31	i
CCOC(=O)C1CCN(C(=O)C2CCN(S(=O)(=O)c3cccc4nsnc34)CC2)CC1	0.2	37	i
O=C(O)c1cccc2c1C(=O)c1ccc(N3CCCC3)cc1S2(=O)=O	-0.5	14	.
CC1CCN(S(=O)(=O)c2ccc3c(c2)N(CC(=O)NCCCN2CCCCC2C)C(=O)CS3)CC1 (stereo not given)	-1.2	7	i
Cc1noc(C)c1C(=O)N1CCN(c2ccccc2O)CC1	-1.6	3	.
O=C(CSc1nnc(NC(=O)C2CC2)s1)NCc1cccs1	-0.5	8	i
Cc1ccc(-n2nnnc2SCn2nnc3ccccc3c2=O)c(C)c1	-0.3	10	i
CCCn1c2ccccc2c2cnn(CC(=O)NCCCN3CCCCC3CC)c(=O)c21 (stereo not given)	1.9	2	i
CC(=O)NS(=O)(=O)c1cccnc1Nc1cccc(Cl)c1C	-1.8	12	i
Cc1cc(C)c2cc3c(ccn3C3OC[C@H](O)[C@H](O)[C@H]3O)cc2n1 (stereo not given in full)	-1.7	35	i
COc1ccc2oc(-c3ccco3)cc(=O)c2c1	1.7	33	i
COc1ccc(C(CNC(=O)C(CCSC)NC(=O)c2ccccc2Cl)N2CCOCC2)cc1 (stereo not given)	-0.8	12	i
COc1ccc(CNC(=O)CN2CCN(c3ccc(F)cc3)CC2)cc1	-0.7	-4	i
COC(=O)c1ccc(/C=N/NC(=O)CC(=O)NCC(C)C)cc1	-1.6	16	i
Nc1ccc(O)cc1C(=O)OCC(=O)C12CC3CC(CC(C3)C1)C2	0.1	16	.
CCN1CCCC1CNC(=O)c1ccccc1Cl (stereo not given)	-1.3	10	i
O=C(O)CCc1nn2c3ccccc3n(Cc3ccccc3)c2nc1=O	-0.7	7	i
c1nnc(NC2=NCCCCC2)s1	0.2	17	i
CCN(C(=O)CN1CCCC(C)C1)c1c(N)n(Cc2ccccc2)c(=O)[nH]c1=O (stereo not given)	0.0	8	.
COc1cccc(CNc2ccc3c(c2)CCC3)c1	-0.6	5	i
CN(CCc1ccccc1)C1CCCN(S(=O)(=O)c2cccc(F)c2)C1 (stereo not given)	-0.4	10	i

Remaining list, next part:
molecule	STK33 inh	OX1R FRET antag	KCNQ2 block
CCC(=O)Nc1nc(N)n(-c2ccccc2)n1	-0.1	5	i
O=C(NCCc1ccccc1)C1CC(=O)N(C2CCCC2)C1 (stereo not given)	-0.3	12	i
COc1ccccc1N=Nc1[nH]c2ccc(C)cc2c1O	-0.1	13	i
CN(CC(=O)Nc1ccccc1C(F)(F)F)C(=O)CSc1nnc(N)s1	-1.0	5	.
COc1ccc(C(=O)NNC(=O)c2cnccn2)cc1[N+](=O)[O-]	-0.9	32	i
COc1ccc(N(CC(=O)Nc2ccc(F)c(F)c2)S(=O)(=O)c2c(C)[nH]c(=O)[nH]c2=O)cc1	-0.9	9	i
O=C(C1CCN(Cc2ccc(Cl)cc2)CC1)N1CCN(Cc2ccc3c(c2)OCO3)CC1	-0.7	16	i
CC(C)(C)NC(=O)c1ccc2c(c1)C(=O)N(Cc1ccco1)C2=O	-0.7	14	i
O=C(O)CCC(=O)Nc1sc2c(c1C(=O)NC1CCCC1)CCCC2	-0.5	4	i
COc1ccc(/C=N/Nc2nc(NCc3ccco3)nc(Nc3ccc(OC)cc3)n2)cc1	-0.7	30	i
Cn1nc(-c2ccc(Cl)cc2)c2cc(C(=O)NCCCN3CCOCC3)sc21	2.8	5	i
COc1ccc(N2CCN(C(=O)c3ccc4c(c3)NC(=O)C(CSCc3cccc(F)c3)N4)CC2)cc1 (stereo not given)	-1.5	10	i
Cc1ccc2cc(CN(CC(C)C)C(=O)C3CCCO3)c(=O)[nH]c2c1 (stereo not given)	-1.7	7	i
O=C(CCc1nnc2n(Cc3ccc(Cl)cc3)c(=O)c3ccccc3n12)NCCCN1CCOCC1	-0.3	6	i
CN(C)S(=O)(=O)c1ccc(C(=O)OCC(=O)c2ccc(OC(F)F)cc2OC(F)F)cc1	0.5	6	i
CCOC(=O)N1CCC(=NNC(N)=O)CC1	1.5	14	i
CCOC(=O)C1CCN(c2ncnc3c2cnn3C)CC1	4.5	5	i
CN1CCN(C(=S)NC(=O)c2ccc(Br)cc2)CC1	0.4	-1	i
CSc1nnc(NC(=O)c2ccc(S(=O)(=O)N3CCOCC3)cc2)s1	-0.3	27	i
CC(C)(C)c1cc(CCC(=O)NCCc2ccccn2)cc(C(C)(C)C)c1O	-0.6	10	i
COc1ccc(NC(=O)CN2CCN(CC(=O)Nc3ccc(OC)cc3)CC2)cc1	-1.8	10	i
Cc1ccc(C(=O)Nc2cc(Cl)ccc2-n2cncn2)o1	.	18	i
Cc1nn(CC(=O)Nc2ccccc2)c(=O)c2ccccc12	0.4	18	i
Cc1cc(Cl)ccc1N(CC(=O)N=Nc1c(O)[nH]c2ccccc12)S(C)(=O)=O	0.5	2	i
CNC(=O)NC(=O)CSc1ccc(NC(C)=O)cc1	-2.4	20	i
COc1ccccc1NC(=O)/C(=C/c1ccncc1)NC(=O)c1ccccc1	-0.6	12	i
O=C(Nc1ccc(F)cc1F)c1cncc(Br)c1	-1.1	9	i
CCOC(=O)c1oc2cc(C)cc(O)c2c(=O)c1-c1csc(C)n1	-0.7	16	i
Clc1c(CSc2nc3ccccc3o2)nc2ccccn12	-3.4	28	i
CCC1=C(OC(=O)N(CC)CC)N2C(=O)OC(=NCC(=O)OC)[C@]2(C)[C@H]2C1=CC[C@H]1C(=O)N(CC)C(=O)[C@H]12	0.2	4	i
Cc1ccc(S(=O)(=O)/N=C(\CN2CCCCC2)N2CCOCC2)cc1	-0.8	11	i
O=C(Nc1ccc(F)cc1)c1ccc2nsnc2c1	-0.3	35	i
CC(=O)Oc1ccc(C(=O)N2c3ccccc3NC(=O)C2C)cc1 (stereo not given)	-2.2	0	i
O=c1c2ccccc2oc2ncccc12	-0.1	13	i
O=C(COc1ccc(C(=S)N2CCOCC2)cc1)N1CCOCC1	-0.5	28	i
Cc1ccccc1NC(=O)Cn1c(O)c(N=NC(=O)c2ccccc2O)c2ccccc21	0.0	15	i
CN(C(=O)c1ccccc1)c1ccccc1C(=O)NCCc1ccccc1	0.1	0	i
COc1cc(CN2CCC(Cc3ccccc3)CC2)c([N+](=O)[O-])cc1OC	0.3	47	i
COc1ccccc1N1CCN(S(=O)(=O)c2ccc(-n3cnnn3)c(C)c2)CC1	-0.4	4	i
Cc1ccc(C(C)C)c(OCC(O)CN2CCN(CCO)CC2)c1 (stereo not given)	-1.3	1	i
O=C(O)C1=C[C@@H](C2CCCCC2)C[C@@H](OCCCCO)O1	-1.1	18	i
COc1ccc(N2CCN(C3CCCN(Cc4ccc(F)c(F)c4)C3)CC2)cc1 (stereo not given)	-0.2	3	i
CCOc1cccc(C2C(C(=O)c3ccco3)=C(O)C(=O)N2c2nnc(C)s2)c1 (stereo not given)	-1.0	1	.
CCCS/C(N)=N/N=C/c1cc(C)ccc1O	3.4	8	i
Cc1ccc(Cl)cc1NC(=S)Nn1cnnc1	-2.2	9	i
Nc1c(N(CCC2=CCCCC2)C(=O)c2ccc([N+](=O)[O-])o2)c(=O)[nH]c(=O)n1Cc1ccccc1	-1.0	21	i
COc1ccc(-c2cc(C(=O)N/N=C(\C)c3cccnc3)c3cc(C)ccc3n2)cc1OC	-3.3	28	i
COc1cccc(N2CCN(c3ccc4nnc(CCC(=O)Nc5ncccc5C)n4n3)CC2)c1	-1.1	17	i
Cc1ccc(S(=O)(=O)Nc2ccc3c(c2)CC(=O)N([C@H](C)CO)C[C@@H](C)[C@H](CN(C)S(=O)(=O)c2ccccc2)O3)cc1	-0.9	5	.
NNc1nc(NCc2ccccc2)nc(N2CCOCC2)n1	-1.2	22	i

Next records.
molecule	STK33 inh	OX1R FRET antag	KCNQ2 block
Clc1cc(Br)ccc1OCCCn1ccnc1	-0.5	22	i
NC(=O)CCN1CCN(Cc2nc(C(c3ccccc3)c3ccccc3)no2)CC1	-1.3	21	i
CCn1c(CC(=O)Nc2ccccc2F)nnc1SCC(=O)NC1CCCCC1	-1.2	20	i
Cc1ccc(-c2nc3ccccc3s2)cc1NC(=S)NC(=O)c1ccccc1	4.1	26	i
CCOc1ccc(-n2c(-c3ccccc3)c[n+]3c2CCC3)cc1	2.3	44	i
Cc1cc(C)cc(NC(=O)COC(=O)CN=C2NS(=O)(=O)c3ccccc32)c1	-2.2	8	i
CCCNNC(=O)C(O)(c1ccccc1)c1ccccc1	-1.6	29	i
CNC(=O)c1[nH]cnc1C(=O)Nc1cccc(C)c1	-4.0	7	.
CCc1nnc(NC(=O)CSc2nnc(Cc3ccc(OC)cc3)o2)s1	-0.4	-4	i
CCCCOc1cccc(C(=O)Nc2ccc(NC(=O)c3cccs3)cc2)c1	0.5	8	i
C[C@]12CC[C@@H]3c4ccc(O)cc4C(=O)C[C@H]3[C@@H]1CC[C@@H]2O	1.2	16	i

In the list so far, these contain a CF3 group:
molecule	STK33 inh	OX1R FRET antag	KCNQ2 block
O=C(COC(=O)Cc1cccc(C(F)(F)F)c1)NC1CCS(=O)(=O)C1 (stereo not given)	-1.6	7	i
CN(CC(=O)Nc1ccccc1C(F)(F)F)C(=O)CSc1nnc(N)s1	-1.0	5	.
